# Compound activity as filed in PubChem BioAssay.
# Mm-Cpn inhibitor – M. maripaludis TRiC chaperonin inhibition; AID 504842; Potency, µM (series often up to 76.9 µM), without a hit: at the highest dose activity, negative = inhibition, usual class: inhibitors; 0.031% of 330,000 active; purified Mm-Cpn ATPase, ADP Transcreener TR-FRET; also: potency is read from the fitted curve at half-maximal effect; % is scaled to controls: 0 for no effect and ±100 for the full control effect; nearly all actives have a fitted effect of over 80% in size
#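 ATPase read-out: TR-FRET ADP immunoassay (anti-ADP Eu cryptate vs ADP-d2), ex 320 nm, em 590/665 nm; signal drops as ADP forms. Enzyme 25 nM, ATP 10 uM, 30 min at 37°C after 10 min compound preincubation.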
# Nrf2 block – Nrf2 pathway inhibition; A549 ARE-Fluc reporter, luciferase luminescence, 18-24 h; AID 504444; 2.1% of 360,000 active; Potency, µM (highest dose often 46 µM), for inactives: at the highest dose activity change, negative = inhibition, actives largely listed as inhibitors; also: potency is read from the fitted curve at half-maximal effect; % is scaled to controls: 0 for no effect and ±100 for the full control effect; nearly all actives have a fitted effect of over 60% in size
#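 Cells were seeded and rested 2 h, then exposed to compounds for 18-24 h. CellTiter-Fluor was read first as a viability measure. BugLite was added 15 min before the final luminescent read of ARE-luciferase activity in A549 cells.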
# CCT chaperon mod – cytosolic chaperonin activity modulation. purified chaperonin ATPase assay, HTRF ADP detection, 30 min. activity change, % (test concentration not listed), hits read low. 0.3% of 360,000 active; in the data active = activity change below about -30%; also: % is scaled to controls: 0 for no effect and ±100 for the full control effect
#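 Enzyme 40 or 20 nM (batch-dependent) in Tris pH 7.4/KCl/MgCl2/DTT; cpd 76 uM single point; ATP 10 uM; 30 min 37 °C; Transcreener ADP HTRF detection, 30 min RT; ratio 665/615.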
# A549 viability – counter-screen for Nrf2 inhibitors: cytotoxicity in A549 cells; A549 ARE-Fluc cells, CellTiter-Fluor viability, 18-24 h; 0.16% of 390,000 active; Potency, µM (doses to about 46 µM), without a hit: at the top dose activity change, negative = cytotoxicity, most hits filed as inhibitors; AID 504648; also: potency is read from the fitted curve at half-maximal effect; % is scaled to controls: 0 for no effect and ±100 for the full control effect
#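 A549 ARE-Fluc cells in 5% FBS OPTI-MEM, 5000 cells/well, rested 2 h then exposed to compounds in concentration-response for 18-24 h at 37 °C. Viability by CellTiter-Fluor fluorescence (Ex 405/Em 525) after 30 min; luciferase luminescence (BugLite, 15 min, RT) read afterwards.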
# pAkt inh – blocks phosphorylation of Akt; Neuro2A IGF-stimulated pAkt S473 HTRF, 20 min; hits give low values; activity change, % for hits at 50 µM; 0.32% of 360,000 active; AID 651550; in the data active = activity change below about -80%; inconclusive = mostly about -51% to -80%; also: % is scaled to controls: 0 for no effect and ±100 for the full control effect
#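 Neuro2A cells (4,500/well, DMEM with 0.5% FBS) were treated with compound at a single 50 µM final concentration, stimulated with 6 nM IGF for 20 min at 37 °C, and lysed. Phospho-Akt Ser473 was read by HTRF as 665/615 ratio ×10^4.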
# Nrf2 activator – Nrf2 pathway activation | AREc32 ARE-luciferase reporter (MCF7-derived line), luminescence, 24 h | Potency, µM (titrated, usually from 46.1 µM), for inactives: at the top dose activation, hits mostly activators | 0.31% of 410,000 active; also: potency is read from the fitted curve at half-maximal effect; % of control where 0% means no effect; nearly all actives have a fitted effect of over 65% in size
#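 ARE activation measured as luciferase luminescence (Steady-Glo, 30 min RT) in AREc32_Fluc cells after 24 hr compound exposure at 37 deg C, 5% CO2; cells seeded overnight at 1000/well in OPTI-MEM, 5% FBS.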
# TGFb inhibitor – TGF-b pathway inhibition; Potency, µM (series often up to 46.1 µM), without a hit: at the highest dose activity, negative = inhibition, hits mostly inhibitors; 1.2% of 410,000 active; HepG2 CAGA-GFP TGF-b/SMAD3 reporter, GFP fluorescence, 18 h; TGF-beta stimulated, 500 pg/mL final; also: potency is read from the fitted curve at half-maximal effect; % is scaled to controls: 0 for no effect and ±100 for the full control effect; nearly all actives have a fitted effect of over 65% in size
#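 HEPG2 CAGA-GFP, 1000 cells/well; 2 h settle, 37 C; cpd via pin tool; TGF-b 500 pg/mL final; 18 h, 37 C; GFP imaging ex488/em500-530; %Activity normalised to -TGF-b and +DMSO controls; CRC fit, curve class.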
# HepG2 tox – HepG2 cytotoxicity, counter-screen for TGF-b inhibitors | HepG2 CAGA-GFP viability, ATP luminescence, 18 h | Potency, µM (series often up to 46.1 µM), for inactives: top-dose activity change, negative = cytotoxicity, actives largely listed as cytotoxic | 0.76% of 410,000 active | AID 588856; also: potency is read from the fitted curve at half-maximal effect; some results filed as inactive show a strong effect at the top dose
#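 CellTiter-Glo luminescence gave cytotoxicity after 18 hours at 37 degrees C. The cells were HepG2 CAGA-GFP in 1% FBS DMEM, stimulated with 500 pg/mL TGF-beta after compound addition. %Activity was normalised to no-cell wells (complete cell-killing) and DMSO (no toxicity), and curves were fitted and classified.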
# Abeta rescue – restores growth of yeast expressing A-beta42 peptide. 0.063% of 410,000 active. yeast expressing A-beta42, growth rescue, OD600, 48 h; response scale: 0% DMSO, 100% iron-clioquinol control. Potency, µM (series often up to 46.1 µM), without a hit: top-dose growth rescue, hits mostly activators; also: potency is read from the fitted curve at half-maximal effect; nearly all actives have a fitted effect of over 55% in size
#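 Yeast growth medium received pinned compounds, then yeast cells expressing toxic A-beta were added; plates incubated at 30 C for 48 hr. Growth read as absorbance at 600 nm, normalized to DMSO and equimolar FeCl3 plus clioquinol controls.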
# Starred values were filed as active, the others as inactive; i = inactive; u = inconclusive; x = no result given; & = joins results of further samples; [ ] = dose if it differs, or a comment. Unless noted, calls follow the shape of the dose curve; as a rule, active = well fitted curve in the direction sought with a large enough effect; inconclusive = small, poorly fitted or top-dose-only effect, or another doubt; inactive = no such curve, though single readings can be large; an effect the other way counts as inactive or inconclusive.
SMILES,Mm-Cpn inhibitor,Nrf2 block,CCT chaperon mod,A549 viability,pAkt inh,Nrf2 activator,TGFb inhibitor,HepG2 tox,Abeta rescue
COc1ccc(C2C3=C(COC3=O)Oc3cc4c(cc32)OCO4)cc1OC (stereo not drawn),x,u,-0.4,-13.8%&-9.6%,i,0.0%,0.0%&10.2%,-16.7%&8.7%,3.1%
Cc1cncc(NCc2ccc3c(c2)OCO3)n1,x,x,-2.0,x,i,1.0%,26.4%,-2.4%,1.0%
FC(F)(F)c1nnc2ccc(-n3ccnc3)nn12,-0.1%,-14.0%,-0.7,-0.6%,i,-0.6%,-0.8%,1.8%,6.1%
CC(C)CCN1CCN(Cc2nc3ccccc3s2)CC1CCO (stereo not drawn),-3.5%,-8.5%,-7.0,0.0%,i,0.4%,-17.8%,-26.7%,-5.9%
CCCC(CCC)C(=O)NCCN1CCOCC1,1.1%,7.3%,-3.0,-3.0%,i,0.3%,-12.2%,9.1%,24.0%
O=C(NCc1ccccc1Cl)C1CCN(S(=O)(=O)N2CCCCCC2)CC1,1.1%,x,-5.4,6.9%,i,-0.7%,7.0%,-9.7%,5.8%
O=C(CCS(=O)(=O)c1ccccc1)Nc1nc2ccc(F)cc2s1,-0.9%,20.8%,3.1,0.7%,i,u,3.55µM*,-21.2%,-10.6%
CCCn1c(C)cc(C(=O)COc2ccc(C)nc2[N+](=O)[O-])c1C,0.8%,21.5%,-2.0,1.1%,i,4.0%,4.9%,1.1%,9.1%
CCc1cccc(N(CC(=O)NCc2ccc(F)cc2)C(=O)c2csnn2)c1,-3.3%,1.2%,-4.5,-3.8%,i,3.9%,-21.0%,-22.3%,-8.7%
COc1ccc(C(C)=O)cc1CSc1nnc(Nc2ccccc2C)s1,-19.2%,u,0.8,12.7%,i,2.4%,-20.9%,-11.1%,-0.2%
CCC(=O)c1c[nH]c(C(=O)NCc2cccs2)c1,1.1%,-8.1%,-0.3,-2.8%,i,0.6%,2.3%,-2.5%,10.3%
Cc1ccccc1NC(=O)Cc1nc(COC(=O)c2ccc(C(F)(F)F)cc2)cs1,-2.5%,-2.2%,-0.3,-1.4%,i,0.1%,15.9%,3.9%,-27.5%
CC(C)c1cn(C2OC(COC(=O)c3ccccc3)C(OC(=O)c3ccccc3)C2OC(=O)c2ccccc2)c(=O)[nH]c1=O (stereo not drawn),x,-24.8%,x,-4.8%,x,-0.4%,1.4%,17.1%,3.0%
CCCCNc1c(-c2ccc(OC)c(SC(C)CC)c2)nc2cnccn12 (stereo not drawn),x,u,0.4,-7.6%,i,-3.8%,u,-77.2%,-51.6%[inhibitor]
O=S(=O)(c1ccc(F)cc1)N1CCCN(Cc2c(F)cccc2F)CC1,0.2%,3.0%,-10.0,2.2%,i,-0.3%,-0.6%,-18.8%,-10.7%
CCOC(=O)c1c(C)[nH]c(C)c1S(=O)(=O)N1c2ccccc2CC1C (stereo not drawn),-2.5%,-9.3%,-4.0,4.7%,x,2.0%,-21.5%,-21.6%,-12.2%
O=C(CSc1ncc2c(n1)-c1ccccc1N(Cc1ccc(F)cc1)S2(=O)=O)NCCc1ccccc1,x,u,x,-7.3%,x,0.5%,11.3%,-1.4%,-14.1%
COc1ccc(N2CCN(CC(O)COC(C)(C)C)CC2)cc1 (stereo not drawn),-1.6%,13.2%,-0.3,0.2%,i,-0.2%,3.5%,5.9%,1.7%
O=C(NCCN1C(=O)S/C(=C\c2cccc(Cl)c2Cl)C1=O)C1=COCCO1,-5.6%,7.9%,0.6,-3.8%,i,4.7%,4.8%,-21.1%,-14.6%
CCOC(=O)c1ccc(NC(=O)CSc2nc3ccccc3c(=O)n2CCNC(C)=O)cc1,x,x,x,-3.8%,x,0.0%,3.1%,-4.5%,-6.8%

# Brought forward from above: two compounds, followed by the next part.
SMILES,Mm-Cpn inhibitor,Nrf2 block,CCT chaperon mod,A549 viability,pAkt inh,Nrf2 activator,TGFb inhibitor,HepG2 tox,Abeta rescue
O=C(NCCN1C(=O)S/C(=C\c2cccc(Cl)c2Cl)C1=O)C1=COCCO1,-5.6%,7.9%,0.6,-3.8%,i,4.7%,4.8%,-21.1%,-14.6%
CCOC(=O)c1ccc(NC(=O)CSc2nc3ccccc3c(=O)n2CCNC(C)=O)cc1,x,x,x,-3.8%,x,0.0%,3.1%,-4.5%,-6.8%
O=C1c2cccc([N+](=O)[O-])c2C(=O)N1c1cccnc1,-1.4%,-6.6%,1.6,-4.6%,i,-0.2%,36.1%[activator],30.8%,1.8%
COc1ccccc1/C=N/NC(=O)COCC(=O)N/N=C/c1ccccc1OC,0.1%,-2.2%,-0.3,2.2%,i,-0.5%,20.5%,-4.2%,-3.6%
O=C(NCC1(O)CCCCC1)C1CCC(=O)N(Cc2cccc(C(F)(F)F)c2)C1 (stereo not drawn),0.5%,5.5%,-2.3,-6.2%,i,-0.6%,-5.9%,-9.5%,-7.4%
COc1ccc(S(=O)(=O)N2CCN(C(=O)NC3CCCCC3)CC2)cc1,2.4%,18.1%,-2.0,4.6%,i,0.0%,4.3%,6.6%,-11.0%
CNC(=O)COc1coc(CN2CCN(c3ccc(OC)cc3)CC2)cc1=O,1.4%,8.5%,2.2,0.2%,i,-0.2%,21.0%,11.6%,-12.2%
CCCOc1ccc(/C=N/NC(=O)C2CCCN2S(=O)(=O)c2ccc(Cl)cc2)cc1 (stereo not drawn),0.6%,x,-0.2,0.1%,i,2.2%,u,-14.7%,18.9%
O=C(C1Cc2ccccc2CN1C(=O)c1ccco1)N1CCN(c2ccccc2)CC1 (stereo not drawn),-2.0%,5.5%,-6.4,-0.6%,i,-0.1%,7.8%,-2.2%,9.1%
O=C(COC(=O)c1cccc([N+](=O)[O-])c1)NC1CCCC1,-0.4%,8.9%,-3.8,0.4%,i,-0.3%,8.7%,2.8%,-1.0%
CCOC(=O)c1sc(NC(=O)CC)nc1C,2.8%,6.6%,-4.0,0.6%,i,1.4%,-11.6%,-24.9%,-19.2%
CC(=O)Nc1ccc(NC(=O)CC23CC4CC(CC(C4)C2)C3)cc1,3.4%,u,-0.4,14.2%,i,0.3%,22.0%,-13.1%,-0.9%
O=C(NCCN1CCOCC1)C1(C(F)(F)F)C/C(=C\Cc2ccccc2)CCCO1 (stereo not drawn),x,0.4%&-21.2%,0.0,1.7%&-4.7%,i,-0.2%,1.8%&-14.1%,-1.7%&-4.0%,7.1%
CCOC(=O)c1c(C)n(C)c2ccc(OC)c([N+](=O)[O-])c12,1.4%,-20.2%,-0.1,2.7%,i,0.1%,3.2%,7.2%,-4.6%
COc1ccc(C)cc1NC(=O)Nc1ccncc1,2.0%,-0.6%,0.3,11.7%,i,-0.5%,-5.3%,-0.8%,-2.7%
Cc1ccc(CCNC(=O)CCCn2nc(C)c3c(C)n(-c4ccc(C)cc4)nc3c2=O)cc1,1.6%,-2.6%&12.8%,0.6,4.4%&8.5%,i,0.1%&-0.4%,u,4.6%&-14.7%,-2.8%&1.2%
COc1cc(/C=C(\C#N)C(=O)N2CCOCC2)ccc1OCc1ccccc1,1.6%,-5.3%,-7.3,-1.0%,i,5.7%,-10.4%,-16.8%,-0.9%
CCN(CC)CCCNC(=O)c1ccc2nc(CCc3ccccc3)oc2c1,x,x,x,19.0%,x,3.9%,u,-8.3%,-5.6%
O=C(O)c1cccc(NC(=S)NC(=O)c2cncc(Br)c2)c1,x,u,0.8,5.7%,i,0.3%,4.1%,9.3%,-1.9%
O=C(Nc1ccc(S(=O)(=O)N2CCCC2)cc1)C1CCN(S(=O)(=O)c2ccc(F)cc2)CC1,-1.2%,23.1µM*,0.0,-0.3%,i,2.8%,-14.5%,-12.0%,-0.7%
CC(C)(C)OC(=O)N1CCCC(C(=O)Nc2ccc(C(=O)NCc3ccccc3)cc2)C1 (stereo not drawn),x,-11.7%,0.1,9.6%,i,0.6%,17.5%,1.0%,1.4%
COc1ccc(N(CC(=O)N2CCc3ccccc3C2)S(C)(=O)=O)cc1OC,-3.9%,6.1%,0.5,-6.8%,i,0.4%,12.4%,-31.6%,9.7%
CC1(C)Cc2c(sc(NC(=O)COc3cccc4ccccc34)c2C#N)C(C)(C)N1,-0.8%,-16.8%,-3.9,1.0%,i,u,u,-147.4%,-30.2%
O=C(N/N=C\c1cccc(Cl)c1)c1n[nH]c2c1CCCC2,1.0%,u,0.6,-1.2%,i,0.0%,-5.2%,-13.9%,-2.5%
Cn1c(=O)c2c(nc(N3CCc4ccccc4C3)n2C)n(C)c1=O,0.3%,9.5%,2.9,1.9%,i,6.2%,0.5%,7.6%,-17.2%
O=C(OCCCN1C(=O)c2ccccc2C1=O)c1ccco1,0.3%,8.4%,-3.6,0.6%,i,0.0%,-1.7%,-4.8%,6.6%
Cc1cccc(C(C)C)c1NC(=O)C1CN(S(=O)(=O)c2ccccc2)CCN1S(=O)(=O)c1ccccc1 (stereo not drawn),0.6%,-16.9%,-1.3,u,i,0.4%,u,3.6%,7.4%
O=c1[nH]c(C2CCN(S(=O)(=O)c3ccccc3)CC2)nc2c1nnn2Cc1cccc(Cl)c1,1.2%,-0.8%,-1.1,11.7%,i,2.6%,u,-33.0%,7.9%
CCc1ccccc1NC(=O)CN1CCN(C(=O)c2cc(C3CC3)nn2-c2ccccc2)CC1,x,x,1.2,x,i,2.8%,-0.6%,5.0%,-4.7%
COCCN(CCOC)Cc1cc(=O)oc2cc(OC)ccc12,x,x,0.5,x,i,-0.3%,3.6%,6.6%,-1.1%
